INS-1E GSIS act – primary screen for activators of insulin secretion dependent on glucose, INS-1E cells, GLuc reporter luminescence; INS-1E GLuc reporter insulin secretion, 2-3 h; activation, % at 16.6 µM; 370,000 compounds, 0.61% hits;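 active = lowest replicate activation of at least 40%, so every replicate reaches that level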;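 note: 0% = median of neutral control wells and 100% = median of IBMX positive control wells; some compounds called inactive have numbers as strong as hits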
PAX8 reporter – lowers PAX8-driven luciferase in RMG-I cells. 360,000 compounds, 1.2% hits. RMG-I TPO-luciferase reporter, SteadyGlo, 24 h. inhibition, % at 12.6 µM;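 active = mean replicate inhibition at least 60% with every replicate also reaching 60%; inconclusive = only one of the two criteria is met; inactive = mean below 60% and not all replicates reaching 60%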;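 note: luciferase light reporting Pax8 driven TPO promoter activity; plate controls were median of neutral control wells for no effect and mitoxantrone controls for full effect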
EWS-Fli inh – inhibitors of EWS/Fli oncoprotein transcriptional activity; A673 NR0B1-luciferase reporter, viability-normalised; inhibition, % at 12.6 µM; 350,000 compounds, 0.67% hits; AID 651661;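 active = mean inhibition of at least 50% after viability correction, with every replicate also passing that limit; inconclusive = mean reaches 50% but only one of two replicates passes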;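 note: firefly luciferase signal divided by Alamar Blue viability fluorescence both relative to DMSO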
Xi reactivation – activators of X-chromosome reactivation in mouse fibroblasts; 360,000 compounds, 0.055% hits; activation, % at 7.58 µM; XiGFP mouse fibroblasts, % GFP-positive cells imaging, 3 d; cells co-treated with 5-aza-dC sensitizer; scaled so ellipticine positive control = 100%;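 active = mean normalized replicate activation at least 10% and every replicate at or above 10%; inconclusive = only one of the two criteria met; inactive = mean below 10% and not all replicates reach 10%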;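 note: 0% = median of on-plate neutral control wells and 100% = ellipticine 6 µM median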
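Material: SV40-immortalized XiGFP fibroblast cells, line 68-5-11 | Buffer or medium: DMEM containing 5-aza-dC | Dosing: One concentration, pinned | Times: 3 d treatment, 15 min room-temperature fixation | Controls: Ellipticine 6 µM positive control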
ERp5 inh – blocks human ERp5 reductase activity on insulin; 350,000 compounds, 0.05% hits; Q15084; ERp5 insulin aggregation, absorbance 650 nm, 90 min; inhibition, % at 9.99 µM;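 active = mean replicate inhibition above about 25%, with every replicate also reaching it, limit read from the data, passing the limit was not always enough; inconclusive = only one of those two criteria met; inactive = neither criterion met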
Target sequence (Q15084 whole entry, looked up): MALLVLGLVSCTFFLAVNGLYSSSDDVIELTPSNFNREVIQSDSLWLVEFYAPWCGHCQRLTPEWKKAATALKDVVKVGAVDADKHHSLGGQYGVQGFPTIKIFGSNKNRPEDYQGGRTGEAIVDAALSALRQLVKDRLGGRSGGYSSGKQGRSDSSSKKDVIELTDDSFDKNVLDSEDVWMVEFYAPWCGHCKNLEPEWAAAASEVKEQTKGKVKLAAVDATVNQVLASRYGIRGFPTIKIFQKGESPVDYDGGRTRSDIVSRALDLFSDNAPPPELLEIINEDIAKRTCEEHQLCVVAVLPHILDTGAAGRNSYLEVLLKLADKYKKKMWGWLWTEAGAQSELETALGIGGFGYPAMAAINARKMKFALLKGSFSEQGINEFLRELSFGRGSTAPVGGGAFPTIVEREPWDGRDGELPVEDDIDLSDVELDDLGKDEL
CFTR F508del cor – correctors of CFTR F508del function in bronchial epithelial cells; CFBE cells, YFP halide quenching; stimulated with forskolin plus potentiator P3; % fluorescence drop versus neutral controls; activity (quench increase), % at 7.58 µM; 350,000 compounds, 0.36% hits; AID 720511;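 active = mean added fluorescence quench of at least 8% versus neutral control, with both replicates also reaching 8%; inconclusive = only one of the mean or replicate conditions met; inactive = mean below 8% and not both replicates reaching 8%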;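 note: cells transiently co-express mutant CFTR-F508del with the halide-sensitive YFP; corrector assay measuring rescue of mutant channel to the surface after 24 h compound exposure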
ARNT TACC3 PPI – ARNT/TACC3 interaction disruption | AlphaScreen His-ARNT PAS-B/GST-TACC3 binding, luminescence; TACC3 fragment carries E629A point mutation | inhibition, % at 9.99 µM | 390,000 compounds, 0.66% hits | AID 623870;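 active = mean inhibition of replicates at least 50% and at least half of replicates each reaching 50%; inconclusive = half or more replicates reach 50% but mean below 50%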;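 note: 0% = complete ARNT plus TACC3 wells and 100% = ARNT alone without TACC3; many hits fall short of the cut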
DENV2 CPE – DENV2-induced cell death inhibition; DENV2-infected cells, cytopathic effect rescue, plate reader; CPE inhibition, % at 9.99 µM; 350,000 compounds, 1.7% hits; AID 651640; in the data active = CPE inhibition above about 20%, passing the limit was not always enough; inconclusive = no clear call, values can overlap the other calls; tested in BHK-21 cells;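 note: 0% = median of neutral control wells and 100% = median of positive control wells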
Starred values were filed as active, the others as inactive; ? = inconclusive; . = no result given.

SMILES	INS-1E GSIS act	PAX8 reporter	EWS-Fli inh	Xi reactivation	ERp5 inh	CFTR F508del cor	ARNT TACC3 PPI	DENV2 CPE
O=C(NC(=S)NCCN1CCOCC1)c1ccccc1Br	2.9	10.4	0.0	0.0	-1.9	.	-22.6	5.7
CC(C)NC(=O)Nc1ccc2c(c1)C(=O)N([C@@H](C)CO)C[C@@H](C)[C@@H](CN(C)S(=O)(=O)c1cccs1)O2	-4.7	.	3.3	0.4	.	-0.5	.	.
COc1ccc(-n2cccc2C=O)cc1	15.3	11.9	.	2.5	.	.	-4.6	.
CN(C)C(=O)c1ccc(-c2ccc(C3[C@H]4CNC[C@@H]3N4C(=O)Nc3ccccc3F)cc2)cc1 (stereo partly drawn)	-2.6	-16.8	-8.1	0.2	-2.8	-4.9	.	-1.9
CN(C)CCCNC(=O)[C@H]1[C@H](CO)[C@H]2Cn3c(ccc(-c4ccncc4)c3=O)[C@@H]1N2C(=O)C1CC1	6.7	-16.6	-2.1	0.6	0.8	-0.1	3.2	-1.6
CC(C)C1N(C(N)=S)N=CC1(C)C (stereo not drawn)	-10.4	-8.2	6.5	0.0	1.8	0.4	2.6	5.9
CCN(C[C@H]1N[C@@](C)(C(=O)OC)[C@H]2C(=O)N(C)C(=O)[C@@H]12)C(=O)Nc1ccc(F)cc1	2.8	-25.0	-5.1	0.2	4.5	-2.9	0.0	-10.5
CCn1c(=O)c(=O)[nH]c2c(=O)oc3ccc(S(=O)(=O)Nc4ccccc4)cc3c21	-8.2	-6.7	-2.1	0.0	5.7	-0.1	-0.8	-0.4
COc1ccc(Cl)cc1C(=O)Nn1cnnc1	-8.7	-7.6	3.9	0.0	2.7	1.6	-2.0	-0.7
COc1ccc(N2C(=O)NC(NS(=O)(=O)c3ccc(Cl)cc3)(C(F)(F)F)C2=O)cc1 (stereo not drawn)	11.9	-0.6	.	0.1	3.1	-1.7	1.4	-4.3
CC(NC(=O)C(c1ccccc1)c1ccccc1)c1ccc(S(N)(=O)=O)cc1 (stereo not drawn)	3.8	4.8	.	-0.1	0.2	3.1	-3.3	?
O=C(CN1CCN(Cc2ccc(Cl)cc2)CC1)N1CCc2ccccc21	-1.2	21.7	3.9	0.0	6.5	0.4	-10.2	-3.8
Cc1cc(C)c(OCCCON2C(=O)CCC2=O)c(Br)c1	-6.0	13.2	-4.9	0.1	-1.6	2.0	4.7	1.8
Cc1ccc(-c2cnc(C(O)c3cc(C)cc(C)c3)[nH]2)cc1 (stereo not drawn)	2.1	2.9	-2.7	-0.1	0.2	-3.8	.	-3.3
Cc1ccc(C2=Nc3ccc(Br)cc3C(c3ccncc3)=NN2)cc1	-1.7	-27.5	-6.0	0.0	2.1	.	-2.6	7.6
O=C(C1CC1)N1CC(=O)N2[C@H](C1)[C@H](c1ccc(-c3ccccc3F)cc1)[C@@H]2CO	-13.1	16.1	4.3	0.0	-1.8	1.7	.	0.4
COc1ccc(C(C(=O)NCc2ccccc2)N(Cc2ccco2)C(=O)c2cnccn2)cc1 (stereo not drawn)	13.6	24.4	2.1	0.4	-1.9	2.4	-4.1	-7.0
COc1ccc(NC(=O)N(C)C[C@H]2Oc3c(NC(=O)CCCCCC(=O)Nc4ccccc4N)cccc3C(=O)N([C@H](C)CO)C[C@H]2C)cc1	3.3	-12.3	.	0.0	0.3	-1.8	.	6.2
CO[C@@H]1CC[C@@H]2CCN(C)C(=O)C[C@@H](c3ccccc3)CN(C)C(=O)c3cc(C#N)ccc3OC[C@H]1O2	-3.3	-2.8	3.3	-0.1	-5.3	.	-2.9	-0.4
COc1ccc(CCN=C(N)NS(=O)(=O)c2ccc(C)c(C)c2)cc1	3.4	-18.5	-0.8	0.1	-1.9	.	-0.5	-2.1
CC1=C(C(=O)N2CCCCCC2)CC(CC(=O)NCCN2CCOCC2)C(=O)N1CCCN1CCCC1=O (stereo not drawn)	6.6	-13.8	4.6	0.0	-1.0	2.6	.	3.6
Cc1cc2nc3c(c(C(F)(F)F)n2n1)CCCC3	-7.7	18.9	3.6	0.0	0.2	-0.2	-7.0	2.0
O=C(C[C@H]1CC[C@@H](NC(=O)Cc2cccnc2)[C@H](CO)O1)Nc1ccccc1	-0.6	.	1.6	-0.4	-0.1	-1.5	.	-4.3
O=C(NCc1ccccc1)C(c1ccncc1)N(C(=O)c1csnn1)c1cccc(F)c1 (stereo not drawn)	-2.7	5.4	1.0	0.0	0.2	-0.8	.	10.5
CCNC(=S)Nc1sc2c(c1C#N)CCC(C)C2 (stereo not drawn)	-2.1	-2.2	3.7	0.0	-1.4	.	9.7	10.8
COc1ccc(NC(=O)C/C(C)=N/NC(=O)C(=O)NC(C)C)c(OC)c1	4.1	-0.1	5.9	0.0	3.3	-1.2	2.2	-2.8
O=C(C[C@H]1CC[C@@H]2[C@H](COC[C@H](O)CN2S(=O)(=O)c2cccc(Cl)c2)O1)NCCCN1CCOCC1	5.2	.	.	0.3	-6.4	0.1	-8.8	-3.2
Cc1noc(C)c1S(=O)(=O)Nc1ccc2c(c1)C(=O)N([C@H](C)CO)C[C@H](C)[C@H](CN(C)Cc1ccc(C(F)(F)F)cc1)OCCCC[C@H](C)O2	-8.3	74.4*	.	0.6	-3.9	0.0	4.3	-3.2
C=CCn1c(SCC(=O)NC23CC4CC(CC(C4)C2)C3)nc2cc(C(=O)O)ccc2c1=O	-2.7	-0.1	6.6	0.0	5.4	5.4	-11.6	-0.8
COc1ccc2sc(-c3ccc(S(C)(=O)=O)cc3)c(-c3ccc4c(c3)OCCO4)c2c1	5.2	34.3	-2.6	0.1	-8.0	4.6	5.7	-8.6
COc1ccc(C(C(=O)NCC2CCCO2)N(Cc2ccccc2)C(=O)CNC(=O)c2ccco2)cc1OC (stereo not drawn)	11.7	1.6	-4.2	-0.1	-0.5	1.2	27.4	13.0
Cc1cc2ccccc2cc1CN1CCCCC1	.	7.7	3.3	0.2	1.2	.	-7.5	13.8
CN(C)C(CNC(=O)c1cc(S(=O)(=O)N(C)Cc2ccccc2)ccc1Cl)c1ccco1 (stereo not drawn)	-18.5	4.2	18.5	0.3	-2.5	0.7	3.1	2.1
CCOc1ccc(NC(=O)c2ccc(Cn3nc(C)cc3C)o2)cc1	-3.6	-1.2	.	0.0	5.3	-0.9	0.4	9.9
CC(C)(C)n1nnnc1C(c1cccc(C(F)(F)F)c1)N1CCC(O)CC1 (stereo not drawn)	8.0	7.1	2.0	0.0	-2.3	2.0	-7.5	-6.3
CCOc1ccccc1N1CCN(C(=O)c2ccc(NS(=O)(=O)c3ccc4[nH]c(=O)[nH]c4c3)cc2)CC1	-20.6	5.9	-0.9	-0.7	15.9	0.9	14.0	-3.3
CC(=O)c1c(C)[nH]c(C(=O)COC(=O)c2c(C)noc2C)c1C	7.2	6.9	-5.8	0.3	6.0	1.0	3.5	0.0
O=C(NC1CCCCC1)C(c1ccccc1F)n1c(=O)c(-c2ccco2)nc2ccccc21 (stereo not drawn)	-15.4	19.0	-7.1	0.0	4.6	-2.4	.	-16.0
CNC[C@H]1Oc2ccc(NC(=O)C3CCCCC3)cc2C(=O)N([C@H](C)CO)C[C@@H]1C	19.1	-14.2	-14.0	-0.4	-0.1	-0.2	-2.1	-3.7
COc1cccc(S(=O)(=O)N[C@@H]2CC[C@H](CC(=O)NCc3ccncc3)O[C@H]2CO)c1	7.1	-7.7	2.1	2.1	5.0	1.0	-2.6	0.7
COc1ccc(C(=O)Nc2ccc(NC(=O)c3ccccn3)cn2)cc1	14.7	-27.9	-37.2	0.0	4.6	-0.8	-2.8	-4.0
COc1ccc(/C=N/NC(=O)c2cnccn2)cc1O	23.5	-47.4	.	0.0	.	.	-27.9	.
CNC[C@@H]1Oc2ccc(NC(=O)CCCN(C)C)cc2CC(=O)N([C@H](C)CO)C[C@H]1C	4.5	.	2.0	0.4	2.4	0.4	.	7.7
Cc1nc2cc(Br)ccc2c(=O)n1Cc1cccc(O)c1	.	.	-5.3	.	0.3	-1.1	-22.8	1.2
COc1ccc(C(=O)Nc2ccc3c(c2)C(=O)N(C)C[C@H](OC)[C@H](C)CN[C@H](C)CO3)cc1	28.1	0.7	-2.7	0.1	-3.1	-0.1	-6.5	2.8
O=S(=O)(NCCn1cccc1)c1ccc2ccccc2c1	8.9	21.7	-5.1	0.0	4.5	-0.9	-1.0	-10.8
Cn1ccnc1C(OC(=O)c1ccc(Cl)cc1)C(F)(F)F (stereo not drawn)	.	12.8	-8.3	-0.1	1.0	0.1	-1.9	-0.3
COc1ccc(/C=N/OCC(=O)NCc2cccs2)c(OC)c1	1.4	-0.6	.	0.6	.	.	-0.3	.
CN(CC(=O)Nc1ccccc1Cl)C(=O)Cn1cc(C(F)(F)F)ccc1=O	11.7	-12.3	-5.0	-0.1	15.2	-0.5	.	-0.9
Cc1noc(C)c1S(=O)(=O)N(C)C[C@@H]1OCc2ccccc2-c2c(n(C)c3ccccc23)C(=O)N([C@H](C)CO)C[C@@H]1C	6.1	21.0	9.8	0.1	-1.8	0.7	0.6	-3.3

Full records, looked up by structure. Order of values: INS-1E GSIS act, PAX8 reporter, EWS-Fli inh, Xi reactivation, ERp5 inh, CFTR F508del cor, ARNT TACC3 PPI, DENV2 CPE
`CNC[C@@H]1Oc2ccc(NC(=O)CCCN(C)C)cc2CC(=O)N([C@H](C)CO)C[C@H]1C` is listed with 4.5, ., 2.0, 0.4, 2.4, 0.4, ., 7.7
`COc1ccc(/C=N/OCC(=O)NCc2cccs2)c(OC)c1` is listed with 1.4, -0.6, ., 0.6, ., ., -0.3, .

The list goes on.
SMILES	INS-1E GSIS act	PAX8 reporter	EWS-Fli inh	Xi reactivation	ERp5 inh	CFTR F508del cor	ARNT TACC3 PPI	DENV2 CPE
COc1cccc(OCC(=O)NNC(=O)C(=O)Nc2cccc(C)c2)c1	12.6	-13.4	.	0.0	2.9	1.3	12.5	6.0
COc1cc(NC2c3ccccc3C(=O)N2c2ccc(C)cn2)cc(OC)c1OC (stereo not drawn)	-2.8	-69.1	-51.1	0.0	-1.2	-1.2	4.2	-17.5
CC(C)(C)[S@@](=O)N1Cc2cc(C(=O)NCc3ccncc3)nc(-c3cccc(-c4ccncc4)c3)c2[C@H]1CCO	-13.3	-3.6	-1.0	0.1	-0.2	1.5	6.2	1.4
CCCCCCCCN1C(=O)[C@H](CC(=O)N2CCN(C(=O)c3ccco3)CC2)C[C@@]2(C(=O)OC)CC(C)(C)CC=C12	.	24.6	14.1	0.0	1.3	0.8	.	10.8
CCOc1ccc(OCCC(=O)N(CCC(C)C)c2c(N)n(Cc3ccccc3)c(=O)[nH]c2=O)cc1	2.3	2.5	2.5	-0.1	7.3	3.9	.	-2.6
COc1ccccc1C(=O)COC(=O)C1CCN(S(=O)(=O)c2ccc(C)c(C)c2)CC1	-21.0	-5.7	-1.6	1.1	-6.9	-0.5	-0.9	?
COc1ccccc1NC(=O)N1CC(=O)N2[C@H](CO)[C@@H](c3ccc(-c4ccc(F)cc4)cc3)[C@H]2C1	-4.6	31.1	-0.8	-0.1	5.8	-4.6	.	28.6*
COc1ccccc1CCC(=O)NNC(=O)c1cccs1	-0.6	42.9	-5.8	0.0	-8.9	1.3	-6.1	-9.7
